Screening data from PubChem BioAssay.
CatB inh: human cathepsin B inhibitors, primary screen, biochemical, fluorogenic substrate. inhibition, %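 (tested at 10 µM)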. P07858. purified cathepsin B, fluorescence. hit rate 0.1% among 63,000; in the data active = inhibition above about 21%;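 also: 0% = enzyme with no compound and 100% = no enzyme blank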
JNK3 blocker: JNK3 kinase activity inhibitors, primary screen, biochemical, human, purified enzyme. Mitogen-activated protein kinase 10 (Homo sapiens), P53779. HTS. inhibition, % at 8 µM. hit rate 0.61% among 60,000. AID 746, 2007; in the data active = inhibition above about 17%;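 also: 0% = DMSO and 100% = reference inhibitor; many of its hits are not listed in these tables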
E coli RNAP: E. coli RNAP inhibitors, biochemical | DNA-directed RNA polymerase subunit beta (Escherichia coli (strain K12)), P0A8V2 | E. coli RNA polymerase, fluorescence transcription assay | inhibition, %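 (tested at 10 µM)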 | hit rate 0.2% among 62,000 | AID 559, 2006; in the data active = inhibition above about 20%;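 also: 0% = enzyme without compound and 100% = no enzyme blank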
PKA inh: inhibitors of human PKA kinase activity, primary screen, biochemical, ATP-depletion luminescence, Kemptide substrate | hit rate 0.1% among 65,000 | cAMP-dependent protein kinase catalytic subunit alpha (Homo sapiens), P17612 | PKA Kemptide phosphorylation, Kinase-Glo ATP luminescence | inhibition, % at 6 µM;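 active = inhibition above the screen-wide mean inhibition plus 3 SD, cut at about 21% in these data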; also: many of its hits are not listed in these tables
CatS block: inhibitors of human cathepsin S, biochemical, compound mixtures; P25774; hit rate 0.06% among 62,000; AID 501, 2006; recombinant cathepsin S, AMC dipeptide fluorescence, pooled mixtures; inhibition, %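 (tested at 5 µM per compound within 10-compound mixtures)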; in the data active = inhibition above about 32%, passing the limit was not always enough; inconclusive = no clear call, values can overlap the other calls;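 also: 0% = enzyme without compound and 100% = blank without enzyme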
Target sequence (P25774 115-331 limits assumed): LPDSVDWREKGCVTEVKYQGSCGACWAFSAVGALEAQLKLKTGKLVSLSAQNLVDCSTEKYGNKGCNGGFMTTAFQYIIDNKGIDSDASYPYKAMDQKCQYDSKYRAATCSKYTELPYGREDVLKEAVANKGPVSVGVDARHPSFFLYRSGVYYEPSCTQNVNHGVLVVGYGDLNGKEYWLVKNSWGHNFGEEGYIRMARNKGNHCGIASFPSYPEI
RORA act: activators of orphan receptor RORA, primary screen, cell-based, luminescence; hit rate 1.5% among 65,000; AID 560, 2006; CHO-K1 Gal4-RORA LBD luciferase reporter; percent increase over mock-subtracted basal signal; Nuclear receptor ROR-alpha (Homo sapiens), P35398; activation, % at 10 µM;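 active = activation above the mean of all tested compounds plus 3 SD, cut at about 49% in these data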;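 also: 0% = DMSO-treated RORA cells and 100% = added signal equal to DMSO minus mock-transfected cells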
Target sequence (P35398 whole entry, looked up, the tested form may be a part): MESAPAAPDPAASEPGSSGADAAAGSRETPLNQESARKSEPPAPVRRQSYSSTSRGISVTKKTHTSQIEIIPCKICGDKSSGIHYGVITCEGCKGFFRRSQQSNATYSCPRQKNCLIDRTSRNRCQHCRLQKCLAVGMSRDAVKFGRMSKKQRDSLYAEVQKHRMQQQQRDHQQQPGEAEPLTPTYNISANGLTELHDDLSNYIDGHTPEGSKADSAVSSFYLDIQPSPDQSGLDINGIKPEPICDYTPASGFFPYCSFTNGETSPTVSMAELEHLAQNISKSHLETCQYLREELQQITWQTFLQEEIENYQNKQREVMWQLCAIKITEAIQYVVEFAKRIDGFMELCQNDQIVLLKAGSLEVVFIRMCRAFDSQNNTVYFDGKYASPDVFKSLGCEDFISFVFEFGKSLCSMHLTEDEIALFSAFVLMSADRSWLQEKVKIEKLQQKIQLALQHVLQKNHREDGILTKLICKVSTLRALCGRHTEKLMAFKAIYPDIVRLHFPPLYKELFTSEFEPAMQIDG
AP complement: alternative complement pathway inhibitors, primary screen, biochemical, ELISA, human serum, orthogonally pooled compounds | AID 1235, 2008 | inhibition, % at 5 µM | LPS-coated ELISA, C3 deposition; tested in compound mixtures | hit rate 0.08% among 62,000;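 active = inhibition above 30% in each of the two pooled mixtures holding the compound, so the lower value exceeds 30%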;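 also: 0% = serum in Mg-EGTA without compound and 100% = EDTA serum blank; some compounds past the cut are filed as inactive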
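Test system: human serum complement alternative pathway, C3 deposition onto LPS / Medium: Mg2+-EGTA GVB++ buffer containing human serum at 1:15 dilution / Probe or stimulus: Plate-bound LPS / Times: 1 h at 37 °C / Signal: ELISA with HRP anti-human C3 antibody, TMB substrate, absorbance 450 nm / Measure: percent inhibition / Repeats: two pool placements per compound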
ROCK2 blocker: inhibitors of human ROCK2 kinase, primary screen, biochemical, high-throughput, luminescence. Rho-associated protein kinase 2 (Homo sapiens), O75116. purified ROCK2, Kinase-Glo ATP depletion luminescence. inhibition, % at 6 µM. hit rate 0.35% among 60,000;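 active = inhibition above the screen-wide mean inhibition plus 3 SD, cut at about 18% in these data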;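 also: plate controls were DMSO wells for no effect and Y-27632 control wells after no-enzyme background subtraction for full effect; many of its hits are not listed in these tables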
CatB mixtures: cathepsin B inhibitors from pooled compounds, primary screen, biochemical, compound mixtures, AMC fluorescence; P07858; Purified cathepsin B, AMC dipeptide fluorescence; inhibition, %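 (ten-compound pools at 5 µM per compound and 50 µM total)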; hit rate 0.06% among 62,000; AID 488, 2006; in the data active = inhibition above about 22%, passing the limit was not always enough; inconclusive = no clear call, values can overlap the other calls;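 also: 0% = enzyme without compound and 100% = no enzyme blank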
Numbers without * were called inactive; ? = inconclusive; . = not tested or not shown.

item	SMILES	CatB inh	JNK3 blocker	E coli RNAP	PKA inh	CatS block
1	Cc1cc(N2CCOCC2)c2c(N)c(Br)cc(C)c2n1	0	-5	11	6	7
2	O=C1CC(c2ccccc2)Cc2nc(N3CCc4ccccc43)ncc21 (stereo not given)	0	-2	5	5	?
3	CCSc1nc2ccccc2n1CCC(=O)O	-2	3	3	0	-2
4	OCCN1CCN(CCSc2ccccc2)CC1	1	-3	-1	-10	17
5	O=C(Nc1ccccc1C(=O)NCc1ccco1)c1ccccc1	3	0	4	6	-1
6	O=C(CNS(=O)(=O)c1ccc(Br)s1)N1CCC(N2CCCCC2)CC1	1	6	5	-2	5
7	COc1cc(C(c2sc3ncnn3c2O)N2CCN(c3ccccc3F)CC2)cc(OC)c1OC (stereo not given)	-2	6	3	-2	-5
8	O=C(NCc1ccccc1)c1cccc(OCC(=O)N2CCN(C(=O)c3ccco3)CC2)c1	6	-1	11	5	17
9	OCCN1CCN(c2ncnc3c2sc2nc(N4CCOCC4)c4c(c23)CCC4)CC1	4	.	2	8	3
10	CCc1ccccc1NC(=O)Cn1nnc(-c2cccnc2)n1	-4	-2	11	3	17

item	RORA act	AP complement	ROCK2 blocker	CatB mixtures
1	-16	-6	6	-4
2	-3	7	4	5
3	-14	15	0	5
4	-11	17	-7	1
5	3	6	7	2
6	-24	10	-2	3
7	22	14	1	3
8	9	-5	1	-2
9	4	12	.	2
10	-4	-4	2	2

Other results follow:
item	SMILES	CatB inh	JNK3 blocker	E coli RNAP	PKA inh	CatS block
11	Nc1nonc1-c1noc(N2CCOCC2)n1	20	5	-6	-1	.
12	O=C(CSc1nnc2scc(-c3ccccc3)n12)NCc1ccc2c(c1)OCO2	-2	3	6	3	0
13	CC1CCc2cc(F)ccc2N1C(=O)c1cc2nc(-c3ccco3)cc(C(F)(F)F)n2n1 (stereo not given)	-2	-2	-3	-2	2
14	COCCNC(=O)c1sc2nc(-c3ccccc3)cn2c1C	1	2	3	-2	7
15	CC(CCc1ccco1)NC(=O)Cn1nc(Cc2ccncc2)c2ccccc2c1=O (stereo not given)	4	-3	7	-6	1
16	O=S(=O)(Nc1ccc2c(c1)OCCO2)c1cccc2nsnc12	.	-5	.	9	.
17	Cc1ccc(-c2csc3ncn(/N=C/N(C)C)c(=O)c23)o1	3	-6	10	9	8
18	CCOc1cccc(=O)c2c(C)n(Cc3ccco3)c(C)c12	7	-3	10	2	8
19	CCOc1ccc(NC(=O)c2ccco2)cc1	2	3	7	6	-5
20	COc1cc(NC(=O)CSc2nnc3n2C(C)(C)Cc2ccccc2-3)cc(OC)c1	3	6	10	7	0

item	RORA act	AP complement	ROCK2 blocker	CatB mixtures
11	-2	.	1	.
12	-6	14	4	6
13	39	9	-4	0
14	48	9	0	-1
15	-14	11	-2	3
16	-15	.	7	.
17	-16	12	6	3
18	-9	7	2	4
19	8	-5	-4	0
20	-13	-13	9	1

Screen by screen, from the results shown.
JNK3 blocker for nos. 10–20 → -2, 5, 3, -2, 2, -3, -5, -6, -3, 3, 6
PKA inh for nos. 10–20 → 3, -1, 3, -2, -2, -6, 9, 9, 2, 6, 7
CatB mixtures for nos. 10–20 → 2, ., 6, 0, -1, 3, ., 3, 4, 0, 1

(cont.)
item	SMILES	CatB inh	JNK3 blocker	E coli RNAP	PKA inh	CatS block
21	O=C(COC(=O)c1ccccc1O)Nc1ccc(OC(F)F)cc1	-4	5	-9	11	13
22	COc1ccc(CCNC(=O)c2ccccc2NC(=O)c2ccco2)cc1OC	-2	3	10	10	2
23	CCCCCn1c(CN2CCN(c3cccc(Cl)c3)CC2)nc2c1c(=O)n(C)c(=O)n2C	3	-3	-10	-2	7
24	Cc1ccccc1C(=O)c1cccn1CC(=O)N1CCCCCC1	4	0	4	4	1
25	CC(C)N1C(=O)CCC1C(=O)N1CCN(c2ccccn2)CC1 (stereo not given)	-2	3	6	-5	5
26	CCOC(=O)CCC(NC(=O)c1cncc(O)c1)C(=O)OCC (stereo not given)	1	4	1	-3	-8
27	CCc1c(C)c2ccc(OCC(=O)N(C)C)c(C)c2oc1=O	0	.	1	5	-3
28	COC(=O)C(CC(C)C)Oc1ccc2c(C)cc(=O)oc2c1 (stereo not given)	3	.	-2	8	-6
29	O=C(NCc1ccncc1)Nc1ccccc1Cl	-2	-6	2	-5	12
30	O=C(CCCn1c(=S)[nH]c2cc3c(cc2c1=O)OCO3)N1CCN(c2ccccc2F)CC1	3	.	4	3	11

item	RORA act	AP complement	ROCK2 blocker	CatB mixtures
21	6	-17	3	0
22	-6	13	8	-8
23	8	3	-2	3
24	-26	11	2	1
25	-22	12	2	5
26	3	-2	-8	1
27	-10	8	.	33
28	-18	21	.	-1
29	-2	10	0	7
30	9	-8	.	3

New compounds follow:
item	SMILES	CatB inh	JNK3 blocker	E coli RNAP	PKA inh	CatS block
31	CCOc1ccc2nc(SCC#N)c(C#N)cc2c1	3	11	-10	7	6
32	Cc1ccc(S(=O)(=O)NC(=O)Nc2cc(C)ccc2F)cc1	2	-2	13	10	6
33	Clc1ccc(-c2cn3c(n2)CCC3)cc1	-1	5	.	1	.
34	Cc1ccc2oc(-c3cccc(NC(=O)C4CCCO4)c3)nc2c1 (stereo not given)	1	-10	-1	-1	1
35	COC(=O)[C@H](CCSC)NC(=O)Nc1ccc(C)cc1C	3	-1	.	7	-13
36	Cc1ccc(Cn2ccc(NC(=O)c3cc(C(C)C)on3)n2)cc1	4	6	10	8	3
37	O=C(NC1CCCc2ccccc21)c1cccnc1 (stereo not given)	7	.	9	4	16
38	O=C(NCC1CCCO1)C1CCN(S(=O)(=O)Cc2ccccc2)CC1 (stereo not given)	4	10	6	4	11
39	c1ccc(Nc2ncnc3c2oc2ccccc23)cc1	1	3	3	5	-6
40	O=C(C1COc2ccccc2O1)N1CCN(c2ccccc2)CC1 (stereo not given)	-1	-12	-4	-7	2

item	RORA act	AP complement	ROCK2 blocker	CatB mixtures
31	34	-7	4	4
32	6	16	6	3
33	22	.	-3	.
34	31	11	2	0
35	-1	18	7	3
36	18	14	3	4
37	2	-3	.	3
38	-1	10	7	2
39	27	3	3	2
40	0	16	-4	-2

Next section.
item	SMILES	CatB inh	JNK3 blocker	E coli RNAP	PKA inh	CatS block
41	CCOc1ccc(Nc2nc(Cc3nnc(SCC(=O)NCc4ccco4)n3CC)cs2)cc1	2	2	10	6	-4
42	CCn1c(Cc2ccccc2)nnc1SCc1nc2ccccc2c(=O)[nH]1	4	-3	5	12	1
43	COc1ccc(-c2nc3c(n2O)CCCC3=O)cc1OC	5	4	6	8	9
44	CCOC(=O)C1CCN(C(=O)c2c(-c3c(F)cccc3Cl)noc2C)CC1	12	3	2	8	-5
45	CN1CCN(c2ccccc2NC(=O)c2cc(Br)ccc2Cl)CC1	3	-6	2	5	-3
46	Cc1ccc(C)n1Cc1ccc(C(=O)O)cc1	7	-8	19	3	.
47	CC(=O)NC(Cc1ccccc1C)C(=O)NC1CCN(c2c3c(nc4ncnn24)CCC3)CC1 (stereo not given)	6	4	1	3	-4
48	Cc1cccc(C)c1OCc1nnc(SCC(=O)Nc2nccs2)o1	1	-2	6	2	15
49	CC(=O)c1cccc(NC(=O)N2CCCc3ccccc32)c1	2	-6	3	6	3
50	Cn1c(-c2ccc(Cl)cc2)cnc1N	3	-1	12	5	-2
51	CCN1CCCC1CNC(=O)c1cc2c(-c3ccc(Cl)cc3)nn(C)c2s1 (stereo not given)	0	2	2	4	1

item	RORA act	AP complement	ROCK2 blocker	CatB mixtures
41	9	10	4	8
42	-17	7	6	0
43	2	6	0	0
44	-22	5	5	0
45	4	8	-1	3
46	2	.	-2	.
47	6	17	4	0
48	5	8	-3	0
49	-3	-4	8	5
50	-6	3	4	2
51	20	11	2	0

Entries from the list above that contain an aryl thioether with sulfur outside any ring (8):
item	SMILES	CatB inh	JNK3 blocker	E coli RNAP	PKA inh	CatS block
3	CCSc1nc2ccccc2n1CCC(=O)O	-2	3	3	0	-2
4	OCCN1CCN(CCSc2ccccc2)CC1	1	-3	-1	-10	17
12	O=C(CSc1nnc2scc(-c3ccccc3)n12)NCc1ccc2c(c1)OCO2	-2	3	6	3	0
20	COc1cc(NC(=O)CSc2nnc3n2C(C)(C)Cc2ccccc2-3)cc(OC)c1	3	6	10	7	0
31	CCOc1ccc2nc(SCC#N)c(C#N)cc2c1	3	11	-10	7	6
41	CCOc1ccc(Nc2nc(Cc3nnc(SCC(=O)NCc4ccco4)n3CC)cs2)cc1	2	2	10	6	-4
42	CCn1c(Cc2ccccc2)nnc1SCc1nc2ccccc2c(=O)[nH]1	4	-3	5	12	1
48	Cc1cccc(C)c1OCc1nnc(SCC(=O)Nc2nccs2)o1	1	-2	6	2	15

item	RORA act	AP complement	ROCK2 blocker	CatB mixtures
3	-14	15	0	5
4	-11	17	-7	1
12	-6	14	4	6
20	-13	-13	9	1
31	34	-7	4	4
41	9	10	4	8
42	-17	7	6	0
48	5	8	-3	0

A portion of the library; the hit share may differ from the screen's.
